hIAP activ: increases human intestinal alkaline phosphatase activity; P09923; purified human IAP, CDP-Star luminescence, 30 min; stronger effect = higher value; 1 = vehicle-only enzyme, 0 = enzyme-free background; activation factor at 10 µM; actives 0.16% (n = 330,000);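 active = activation factor of the enzyme at least 2-fold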; also: the source names both 10 and 20 µM as test concentration; values of inactives mirror those of a sister screen read the other way
Target sequence (P09923 whole entry, looked up): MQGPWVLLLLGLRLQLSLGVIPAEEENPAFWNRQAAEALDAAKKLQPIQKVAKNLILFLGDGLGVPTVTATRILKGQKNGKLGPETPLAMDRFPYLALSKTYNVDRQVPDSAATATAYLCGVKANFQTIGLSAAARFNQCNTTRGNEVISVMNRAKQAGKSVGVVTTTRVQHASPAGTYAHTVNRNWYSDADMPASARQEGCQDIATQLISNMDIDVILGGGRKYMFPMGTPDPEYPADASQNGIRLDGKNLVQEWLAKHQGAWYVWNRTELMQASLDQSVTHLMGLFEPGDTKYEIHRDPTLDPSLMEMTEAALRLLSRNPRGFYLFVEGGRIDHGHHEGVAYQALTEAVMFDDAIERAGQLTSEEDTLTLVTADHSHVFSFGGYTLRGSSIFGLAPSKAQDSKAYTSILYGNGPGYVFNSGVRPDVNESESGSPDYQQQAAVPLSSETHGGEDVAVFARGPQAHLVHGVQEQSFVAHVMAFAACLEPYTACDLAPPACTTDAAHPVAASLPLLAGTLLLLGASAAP
Apaf1 inhib: human Apaf-1 inhibition; actives 0.71% (n = 330,000); reconstituted apoptosome caspase-3 activity, DEVD-Rh110 fluorescence; O14727; inhibition, % at 20 µM; active = inhibition of at least 40% at 20 µM;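 also: plate controls were DMSO wells for no effect and DEVD-CHO caspase inhibitor wells for full effect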
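Assay system: Apoptosome proteins | Medium: pH 7.5 Hepes buffer with CHAPS, BSA, DTT | Also added: Cytochrome c and DEVD-Rh110 substrate | Times: 30 min plus 50 min, RT | Detection: Rhodamine 110 fluorescence at Ex 480/Em 540 nm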
mIAP act: increases mouse intestinal alkaline phosphatase activity; actives 0.24% (n = 330,000); AID 2805; muIAP, CDP-Star luminescence, 30 min; stronger effect = higher value; 1 = vehicle-only enzyme signal, 0 = enzyme-free wells; activation factor at 10 µM;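 active = activation factor of at least 2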; also: the source names both 10 and 20 µM as test concentration; values of inactives mirror those of a sister screen read the other way
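System: mouse IAP enzyme. Reagent: CDP-Star chemiluminescent phosphatase substrate. Benchmarks: DMSO wells, no-enzyme wells. Times: 30 min enzyme-substrate-compound incubation at room temperature. Detection: luminescence from enzymatic CDP-Star hydrolysis. Doses: test compounds delivered from DMSO solution.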
TIM10 inh: growth inhibitors of TIM10 yeast strain; actives 1.4% (n = 330,000); inhibition, % at 10 µM; S. cerevisiae TIM10 strain growth, BacTiter-Glo luminescence, 24 h;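 active = inhibition of 40% or more at the single tested concentration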;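 also: wild-type TIM10 isogenic control strain grown at permissive 25 °C; 0% = DMSO yeast wells and 100% = minimal medium wells without yeast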
ATG4B inhibitor: blocks human ATG4B protease cleavage of LC3 substrate; Q9Y4P1; ATG4B cleavage of LC3-PLA2, NBD-HPC fluorescence, 1 h; inhibition, % at 8.33 µM; actives 0.51% (n = 340,000); in the data active = inhibition above about 40%
Target sequence (Q9Y4P1 whole entry, looked up): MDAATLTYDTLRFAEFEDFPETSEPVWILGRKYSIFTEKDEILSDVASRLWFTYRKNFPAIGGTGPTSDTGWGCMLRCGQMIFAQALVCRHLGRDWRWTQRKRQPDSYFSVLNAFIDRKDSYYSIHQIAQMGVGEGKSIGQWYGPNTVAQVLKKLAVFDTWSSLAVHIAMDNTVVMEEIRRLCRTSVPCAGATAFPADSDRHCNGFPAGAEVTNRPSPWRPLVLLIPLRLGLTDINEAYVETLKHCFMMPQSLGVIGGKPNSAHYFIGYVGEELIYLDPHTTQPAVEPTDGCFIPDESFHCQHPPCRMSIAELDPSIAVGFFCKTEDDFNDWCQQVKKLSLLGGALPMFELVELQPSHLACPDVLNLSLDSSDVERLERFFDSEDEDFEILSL
mIAP inh: mouse IAP inhibition; purified mouse IAP, CDP-Star luminescence, 30 min; inhibition, % at 10 µM; actives 0.2% (n = 330,000); AID 2806;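 active = inhibition of at least 40% at 10 µM in the primary screen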;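 also: plate controls were DMSO with enzyme for no effect and no enzyme wells for full effect; values of inactives mirror those of a sister screen read the other way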
tim10-1 inh: inhibits growth of tim10-1 mutant yeast. inhibition, % at 20 µM. S. cerevisiae tim10-1 ts strain growth, BacTiter-Glo, 24 h. actives 2.2% (n = 330,000);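 active = inhibition of at least 40%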;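 also: mutant grown at 25 °C; 0% = DMSO wells with yeast and 100% = wells holding no yeast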
hIAP inh: human IAP inhibition; P09923; purified IAP, CDP-Star luminescence, 30 min; inhibition, % at 10 µM; actives 0.12% (n = 330,000);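 active = inhibition reaching a set limit with compound at 10 µM in the primary screen, cut at about 35% in these data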;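 also: plate controls were DMSO wells with enzyme for no effect and no-enzyme buffer wells for full effect; values of inactives mirror those of a sister screen read the other way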
NLRP3 yeast inh: blocks the NALP3 inflammasome reconstituted in yeast. inhibition, % at 10 µM. actives 0.39% (n = 330,000). Yeast reconstituted NLRP3/ASC/caspase-1, beta-gal luminescence, 24 h;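 active = inhibition of 50% or more; inactive = inhibition below 50%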;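 also: plate controls were induced DMSO wells for no effect and uninduced yeast grown without galactose for full effect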
Active calls of the source: *.

| SMILES | Apaf1 inhib | tim10-1 inh | mIAP inh | ATG4B inhibitor | mIAP act | hIAP inh | NLRP3 yeast inh | TIM10 inh | hIAP activ |
| --- | --- | --- | --- | --- | --- | --- | --- | --- | --- |
| NC(=O)C1CCN(Cc2nc3cc(C(F)(F)F)ccc3c(=O)[nH]2)CC1 | -22 | 2 | 6 | -10 | 0.94 | -6 | 5 | -1 | 1.1 |
| O=C(COc1coc(CN2CCc3ccccc3C2)cc1=O)Nc1ccc(F)cc1 | 8 | 9 | 0 | -2 | 0.99 | 6 | 17 | 0 | 0.94 |
| COc1ccccc1C(=O)NCC(=O)OC(C)C(=O)NC(=O)NC1CCCCC1 (centres undefined) | 0 | 17 | 15 | -10 | 0.85 | 1 | 5 | 17 | 0.99 |
| OCCN1CCN(C2Cc3cc(Cl)ccc3Sc3ccc(Cl)cc32)CC1 (centres undefined) (tested in a mixture with another compound) | 10 | 48* | 6 | -6 | 0.94 | -71 | 25 | 43* | 1.7 |
| CC(C)CCOc1ccccc1C(N)=O | 3 | 12 | 5 | 7 | 0.95 | -21 | 4 | -8 | 1.2 |
| CCC1(c2ccccc2)NC(=O)N(CC(=O)Nc2ccccc2N2CCCCC2)C1=O (centres undefined) | 32 | 13 | -3 | 2 | 1 | -8 | 12 | 15 | 1.1 |
| CC(C)Oc1ccc(CCC(=O)NNC(=S)NCc2ccccc2)cc1 | -4 | 20 | -6 | -3 | 1.1 | -101 | 0 | -8 | 2* |
| O=C(Cn1nnc(-c2ccccc2)n1)c1ccccc1 | 3 | 8 | 7 | 29 | 0.93 | 15 | 14 | 7 | 0.85 |
| Clc1ccc(C[n+]2cc(-c3ccccc3)n3c2CCCCC3)c(Cl)c1 | 2 | 17 | -12 | 2 | 1.1 | -19 | -5 | 27 | 1.2 |
| COc1ccc(CC(=O)N(C)CC(=O)Nc2c(C)cccc2C)cc1S(=O)(=O)N1CCOCC1 | 60* | -7 | 4 | -5 | 0.96 | -17 | 10 | -5 | 1.2 |
| Cc1ccc(OCC(=O)Nn2c(C)nc3ccccc3c2=O)c(C(C)C)c1 | -20 | 25 | 12 | -12 | 0.88 | 22 | 25 | 9 | 0.78 |
| O=C(CCSc1nnc(-c2ccncc2)o1)Nc1ccc(F)cc1 | 1 | -6 | -9 | -4 | 1.1 | -18 | 12 | -62 | 1.2 |
| CS(=O)(=O)N1CCN(c2ccccc2NC(=O)c2cccc3ccccc23)CC1 | 21 | 15 | 1 | -20 | 0.99 | -10 | 4 | 23 | 1.1 |
| CCOc1ccccc1C(C(=O)NC1CCCC1)N(C(=O)c1csnn1)C1CC1 (centres undefined) | 3 | -3 | 8 | -8 | 0.92 | 11 | 14 | 14 | 0.89 |
| COc1ccc(C2CC(c3ccc(Cl)cc3Cl)Nc3nc(N)nn32)cc1OC (centres undefined) | 0 | 7 | -9 | 10 | 1.1 | 5 | 19 | 7 | 0.95 |
| CCCCOc1ccc(C(=O)NCC(=O)NC2CCN(Cc3ccccc3)CC2)cc1 | 17 | -10 | -2 | -1 | 1 | -8 | 21 | 6 | 1.1 |
| CCn1c(CNc2ccc(Cl)cc2)nnc1SCc1ccc(C)cc1 | 21 | -3 | -10 | -9 | 1.1 | -3 | 7 | -5 | 1 |
| CC(=O)c1cccc(NC(=O)NCc2ccccn2)c1 | 9 | -10 | 5 | -4 | 0.95 | -12 | -5 | -3 | 1.1 |
| O=C1C2CC=CCC2C(=O)N1Cc1nnc(-c2ccccc2Br)o1 (centres undefined) | -17 | 9 | 0 | 2 | 1 | 5 | 1 | 3 | 0.95 |
| Cc1ccc2nc(SCC(=O)Nc3ccc4c(c3)CCC4)[nH]c2c1 | 25 | 6 | 16 | -16 | 0.84 | 0 | 8 | 14 | 1 |
| COc1ccc(C)cc1NS(=O)(=O)c1ccc2c(c1)N(C(C)=O)CCO2 | 13 | 9 | 2 | 1 | 0.98 | 24 | 3 | 18 | 0.77 |
| CC1CN(C(=O)c2ccncc2)CC(C)O1 (centres undefined) | -10 | 3 | 7 | 5 | 0.93 | -3 | 14 | -7 | 1 |
| Cc1ccc(NC(=O)NC(=O)CSc2nnc(-c3ccc(OC(F)F)cc3)n2N)c(C)c1 | 9 | 8 | -2 | -9 | 1 | 10 | -7 | 4 | 0.9 |
| C/C(Cn1cnc([N+](=O)[O-])n1)=N\NC(=O)c1ccccc1 | -7 | -1 | 7 | -10 | 0.93 | 8 | -2 | 10 | 0.92 |
| CN(C)c1ccc(-c2nc3ccccc3c(=O)[nH]2)cc1 | 5 | 9 | 6 | 1 | 0.94 | 10 | 41 | 6 | 0.9 |
| CC1CCc2[nH]c3ccc(C(=O)NCC4CCCO4)cc3c2C1 (centres undefined) | -3 | 36 | 5 | -6 | 0.95 | -2 | 11 | 25 | 1 |
| Cc1ccc(CN(CC(=O)NC2CCCC2)C(=O)c2csnn2)cc1 | 9 | 14 | -5 | 1 | 1 | -9 | 7 | -11 | 1.1 |
| COc1ccc(CN2CCN(C(=O)c3ccc(-c4ccccc4)cc3)CC2)c(OC)c1OC | 24 | 31 | 9 | -5 | 0.91 | 1 | 18 | 18 | 0.99 |
| Cn1c(CCNC(=O)c2ccco2)nc2ccccc21 | 8 | -8 | -1 | 4 | 1 | -1 | -5 | 0 | 1 |
| CCN1C(C(=O)Nc2cc(C)on2)=C(O)c2ccccc2S1(=O)=O | 4 | 18 | -1 | -4 | 1 | -2 | -2 | 19 | 1 |

One compound at a time, as listed above:
Cn1c(CCNC(=O)c2ccco2)nc2ccccc21 across the screens: Apaf1 inhib = 8; tim10-1 inh = -8; mIAP inh = -1; ATG4B inhibitor = 4; mIAP act = 1; hIAP inh = -1; NLRP3 yeast inh = -5; TIM10 inh = 0; hIAP activ = 1
Cc1ccc(OCC(=O)Nn2c(C)nc3ccccc3c2=O)c(C(C)C)c1 across the screens: Apaf1 inhib = -20; tim10-1 inh = 25; mIAP inh = 12; ATG4B inhibitor = -12; mIAP act = 0.88; hIAP inh = 22; NLRP3 yeast inh = 25; TIM10 inh = 9; hIAP activ = 0.78

(more compounds)
| SMILES | Apaf1 inhib | tim10-1 inh | mIAP inh | ATG4B inhibitor | mIAP act | hIAP inh | NLRP3 yeast inh | TIM10 inh | hIAP activ |
| --- | --- | --- | --- | --- | --- | --- | --- | --- | --- |
| CN(CCCN1CCOCC1)C(=O)c1ccc2nc(Cc3cccc(Cl)c3)oc2c1 | 10 | 13 | 3 | 6 | 0.97 | -5 | 9 | -3 | 1.1 |
| NNC(=O)c1ccc(CSc2n[nH]c(=O)[nH]c2=O)cc1 | -25 | -5 | 3 | 1 | 0.97 | -5 | 11 | -6 | 1.1 |
| CCCN1CC(=O)N2Cc3[nH]c4ccccc4c3C[C@H]2C1=O | -1 | -9 | -2 | 0 | 1 | 9 | 7 | 8 | 0.91 |
| Cc1ccsc1-c1nc(CSCC(=O)NCc2ccc3c(c2)OCO3)c(C)o1 | 20 | 26 | 5 | -4 | 0.95 | -24 | 25 | -11 | 1.2 |
| Cc1noc(NS(=O)(=O)c2ccc(NC(=O)c3cc(-c4ccccc4Cl)nc4ccccc34)cc2)c1C | 13 | 8 | 9 | -6 | 0.91 | -1 | 15 | 9 | 1 |
| CCCCCN(C(=O)CCC(=O)OCC(=O)N(C)Cc1ccccc1C)c1c(N)n(CCCC)c(=O)[nH]c1=O | 8 | -2 | 3 | -7 | 0.97 | -17 | 9 | 5 | 1.2 |
| C(=C\c1ccccc1)/C=N/Nc1ccc2nncn2n1 | -1 | 19 | -5 | -13 | 1 | -1 | 6 | -4 | 1 |
| CC(Cc1cccs1)NC(=O)Nc1ccc(F)cc1 (centres undefined) | 3 | 8 | -17 | 7 | 1.2 | 1 | 2 | -17 | 0.99 |
| Cn1c(=O)c2c([nH]c(=S)n2CCCc2ccccc2)n(C)c1=O | -5 | -7 | 9 | 2 | 0.91 | 4 | 10 | -10 | 0.96 |
| CC(=O)c1cnc(Nc2nc(C)c3ccc(C)cc3n2)nc1C | 1 | 15 | -6 | -11 | 1.1 | -4 | 11 | 11 | 1 |
| CCC(CC)C(=O)c1c[nH]c(C(=O)NCc2ccc(F)cc2)c1 | 5 | -9 | -9 | 4 | 1.1 | 1 | 2 | 21 | 0.99 |
| Cc1ccc(C(c2nnnn2C2CCCC2)N2CCN3CCCC3C2)cc1 (centres undefined) | 5 | 25 | -8 | -9 | 1.1 | 2 | 4 | 3 | 0.98 |
| CC(NC(=O)COC(=O)/C=C/c1ccco1)c1ccccc1 (centres undefined) | -2 | 17 | -1 | -6 | 1 | -12 | 1 | 1 | 1.1 |
| CCC(=O)c1cn(CC(=O)OC)c2ccccc12 | -4 | 4 | 1 | 9 | 0.99 | 16 | 6 | -3 | 0.84 |
| COc1ccc(NC(=O)c2cccc(S(=O)(=O)N3CCCC3)c2)cc1OC | 6 | 11 | -5 | 5 | 1.1 | -5 | 8 | 6 | 1 |
| Cc1cccc(Oc2nc(-c3ccccc3)cc(C)c2S(C)(=O)=O)c1C | 13 | 4 | -2 | -10 | 1 | 10 | 10 | -20 | 0.9 |
| O=C(CCCc1c[nH]c2ccccc12)NCc1ccccc1F | 10 | 11 | 1 | -9 | 0.99 | 8 | 14 | 15 | 0.93 |
| CSc1nc(C)cc(Oc2ccc(OCC(N)=O)nn2)n1 | -3 | 2 | -11 | -4 | 1.1 | 0 | 4 | -14 | 1 |
| CCOC(=O)N1CCN(c2nc(SC)nc3sc4c(c23)CC(C)(C)OC4)CC1 | 16 | 14 | 1 | -11 | 0.99 | -4 | 6 | 13 | 1 |
| Cc1ccc2cc(CN(CC3CCCO3)S(=O)(=O)c3cccc4nsnc34)c(=O)[nH]c2c1 (centres undefined) | -3 | 24 | 8 | 5 | 0.92 | 10 | 11 | 27 | 0.9 |
| O=C(NCCc1ccc(Cl)cc1)C1CC(=O)N(C2CCCCC2)C1 (centres undefined) | 13 | 22 | 4 | -5 | 0.95 | -4 | 13 | 1 | 1 |
| CN(Cc1ccccc1)C(=O)COc1ccc(C(C)(C)C)cc1 | 21 | 16 | 4 | 9 | 0.96 | -4 | 13 | 34 | 1 |
| COc1ccc(O)c(/C=C(\C#N)C(=O)Nc2ccccn2)c1 | 2 | 4 | 7 | -1 | 0.93 | 21 | 9 | 8 | 0.79 |
| C/C(=N/OCC(=O)Nc1ccc(C)cc1C)c1cccs1 | -9 | 3 | 2 | -6 | 0.98 | -10 | 29 | 0 | 1.1 |
| COc1ccc(OC)c(NC(=O)CCCNC(=O)Cn2cnc3sc(C)c(C)c3c2=O)c1 | 4 | 6 | -9 | 3 | 1.1 | 0 | 20 | -18 | 1 |
| COC(=O)c1cc(C)cc(=O)o1 | -11 | -2 | 0 | -5 | 1 | -14 | 15 | 12 | 1.1 |
| Cn1cnnc1SCC(=O)Nc1ccc2nc(SCc3ccccc3F)sc2c1 | 11 | -15 | -11 | -5 | 1.1 | -3 | 7 | 8 | 1 |
| CCc1c(C)sc(NC(=O)/C=C/C(=O)O)c1C(N)=O | -11 | -4 | -5 | -11 | 1 | 4 | 13 | 0 | 0.96 |

Some of these compounds in order of number of heavy atoms, smallest number first:
| SMILES | Apaf1 inhib | tim10-1 inh | mIAP inh | ATG4B inhibitor | mIAP act | hIAP inh | NLRP3 yeast inh | TIM10 inh | hIAP activ |
| --- | --- | --- | --- | --- | --- | --- | --- | --- | --- |
| CCc1c(C)sc(NC(=O)/C=C/C(=O)O)c1C(N)=O | -11 | -4 | -5 | -11 | 1 | 4 | 13 | 0 | 0.96 |
| C/C(=N/OCC(=O)Nc1ccc(C)cc1C)c1cccs1 | -9 | 3 | 2 | -6 | 0.98 | -10 | 29 | 0 | 1.1 |
| Cn1cnnc1SCC(=O)Nc1ccc2nc(SCc3ccccc3F)sc2c1 | 11 | -15 | -11 | -5 | 1.1 | -3 | 7 | 8 | 1 |
